# Bioassay records: PubChem BioAssay, several laboratories
# DUSP3 inh = blocks human VHR1 dual specificity phosphatase; inhibition, % at 13.3 µM; P51452; actives 0.52% (n = 290,000); recombinant VHR phosphatase, pNPP absorbance; in the data active = inhibition above about 50%; also: some compounds called inactive have numbers as strong as hits
# Target sequence (P51452 whole entry, looked up): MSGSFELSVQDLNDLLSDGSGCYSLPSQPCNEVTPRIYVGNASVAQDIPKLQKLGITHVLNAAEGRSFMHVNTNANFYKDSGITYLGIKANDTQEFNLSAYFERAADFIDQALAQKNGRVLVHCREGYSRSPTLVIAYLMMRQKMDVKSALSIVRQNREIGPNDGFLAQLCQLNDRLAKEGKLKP
# Yp Topo-I inh = blocks Yersinia pestis topoisomerase I activity | Y. pestis Topo-I cleavage product accumulation, plate reader | activity, % at 10 µM | actives 0.064% (n = 360,000) | AID 504884; in the data active = activity above about 50%, passing the limit was not always enough; also: inactives centre near 2
# PrPC TRFRET = inhibitors of human cell surface prion protein PrPC; actives 0.43% (n = 370,000); inhibition, % at 13.8 µM; TR-FRET read-out; in the data active = inhibition above about 24%; also: 0% = median of the test wells and 100% = reference compound wells
# Vc quorum ag = induces V. cholerae light production without autoinducers; V. cholerae BH1578 lux reporter, luminescence, 6 h; activation, % at 18.7 µM; actives 0.16% (n = 350,000); AID 588436; in the data active = activation mostly above about 9.7%, no sharp cut-off; also: not every result past the cut was called active; inactives centre near 0; reference of the scale not given here
# Rv3671c inh = Rv3671c (M. tuberculosis) protease inhibition | P9WHR9 | inhibition, % at 5.96 µM | actives 0.048% (n = 320,000) | AID 2606; in the data active = inhibition above about 38%;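 also: extracellular domain of Rv3671c used as enzyme; 0% = enzyme with DMSO and 100% = no enzyme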
# Target sequence (P9WHR9 whole entry, looked up, the tested form may be a part): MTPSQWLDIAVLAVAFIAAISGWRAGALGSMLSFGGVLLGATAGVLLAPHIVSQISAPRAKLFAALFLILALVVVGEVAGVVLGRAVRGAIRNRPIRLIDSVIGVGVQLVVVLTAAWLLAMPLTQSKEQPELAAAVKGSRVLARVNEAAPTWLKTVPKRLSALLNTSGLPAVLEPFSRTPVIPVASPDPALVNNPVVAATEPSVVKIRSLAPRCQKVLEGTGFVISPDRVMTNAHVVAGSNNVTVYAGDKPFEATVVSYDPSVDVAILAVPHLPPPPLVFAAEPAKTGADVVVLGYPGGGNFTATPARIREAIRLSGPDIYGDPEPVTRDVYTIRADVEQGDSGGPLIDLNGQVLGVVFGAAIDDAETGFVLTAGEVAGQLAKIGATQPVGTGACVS
# MazEF act = increases E. coli MazEF RNase cleavage of RNA. P0AE70. FAM/BHQ RNA-DNA oligo cleavage fluorescence, 5 h. activation, % at 20 µM. actives 0.32% (n = 350,000). AID 504720; in the data active = activation above about 50%
# Target sequence (P0AE70 whole entry, looked up): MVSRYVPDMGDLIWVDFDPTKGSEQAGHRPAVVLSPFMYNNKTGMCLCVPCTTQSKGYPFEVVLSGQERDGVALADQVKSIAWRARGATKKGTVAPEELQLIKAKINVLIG
# TcdB GH inh = blocks C. difficile toxin B glycohydrolase activity. P18177. actives 0.24% (n = 350,000). TcdB glycohydrolase enzymatic assay, plate reader. inhibition, % at 9.99 µM; in the data active = inhibition above about 10%
# SARS 3CLpro inh = SARS-CoV 3CLpro protease inhibition. P0C6X7. recombinant SARS-CoV 3CLpro, quenched FRET peptide cleavage. inhibition, % at 6 µM. actives 0.14% (n = 290,000). AID 1706; in the data active = inhibition above about 12%
# PriA SSB inh = inhibitors of Klebsiella pneumoniae PriA binding to SSB C-terminal tail; AID 1272365; inhibition, % at 33 µM; actives 0.6% (n = 430,000); AlphaScreen SSBct-PriA binding, biotinylated peptide; in the data active = inhibition mostly above about 37%, no sharp cut-off; inactive = mostly below about 20%;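 also: plate controls were negative control peptide for no effect and reference peptide for full effect; strong numbers were not always called active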
# CCHFV vOTU inh = blocks the CCHF virus ovarian tumor domain protease | CCHFV vOTU protease, Pep-AMC fluorescence | inhibition, % at 11.5 µM | actives 0.55% (n = 370,000) | AID 651958; in the data active = inhibition above about 30%; also: 0% = vehicle wells with enzyme and 100% = no enzyme wells
# * marks the source's active call; other numbers are inactive results; i = inactive; nt = not tested or not shown; + = active, no number; & = joins results of further samples.
# The first 3 compounds, ahead of the listing:
SMILES,DUSP3 inh,Yp Topo-I inh,PrPC TRFRET,Vc quorum ag,Rv3671c inh,MazEF act,TcdB GH inh,SARS 3CLpro inh,PriA SSB inh,CCHFV vOTU inh
Cc1ccc(C(C(=O)NCc2ccc(F)cc2)N(CCCO)C(=O)C2COc3ccccc3O2)o1 (stereo unspecified),22,0,9,-0.4,1,0,2.0,-1,7,-4
CCC(=Nc1ccc(Cc2ccncc2)cc1)c1c(O)n(C)c(=O)n(C)c1=O,25,10,-5,-0.3,nt,2,nt,6,11,-1
Cc1cccc(C)c1NC(=O)C(c1ccccc1)N1CCOCC1 (stereo unspecified),29,-9,0,i,-1,5,nt,3,-15,7

# The listing, from the start:
SMILES,DUSP3 inh,Yp Topo-I inh,PrPC TRFRET,Vc quorum ag,Rv3671c inh,MazEF act,TcdB GH inh,SARS 3CLpro inh,PriA SSB inh,CCHFV vOTU inh
Cc1ccc(C(C(=O)NCc2ccc(F)cc2)N(CCCO)C(=O)C2COc3ccccc3O2)o1 (stereo unspecified),22,0,9,-0.4,1,0,2.0,-1,7,-4
CCC(=Nc1ccc(Cc2ccncc2)cc1)c1c(O)n(C)c(=O)n(C)c1=O,25,10,-5,-0.3,nt,2,nt,6,11,-1
Cc1cccc(C)c1NC(=O)C(c1ccccc1)N1CCOCC1 (stereo unspecified),29,-9,0,i,-1,5,nt,3,-15,7
CCN=C1S/C(=C\c2ccc(-c3cccc(C(=O)O)c3)o2)C(=O)N1CC,-17,5,nt,i,-6,-9,nt,4,-12,nt
Cc1cc(NC(=O)NN2CCOCC2)nn1-c1c(Cl)cccc1Cl,25,0,-4,-1.4,9,-10,2.2,-2,-1,17
CCc1ccc2[nH]c(=O)c(CN(CCN(CC)CC)C(=O)NC3CCCCC3)cc2c1,36,-3,2,0.2,-2,7,nt,nt,-14,10
O=C(Nc1ccc2c(c1)OCO2)C(c1ccccc1)N1CCCCC1 (stereo unspecified),21,4,7,-0.1,1,5,-3.4,nt,-19,10
O=C1Nc2ccccc2N=C(c2ccccc2)C1N1CCOCC1 (stereo unspecified),22,1,3,2.9,-1,-3,nt,4,-3,2
Cc1cc(Cl)ccc1NC(=O)CN1C(=O)NC2(CCCC2)C1=O,18,5,8,i,-2,8,-1.1,-6,2,-18
CCCCC1(C)NC(=O)N(CC(=O)Nc2ccc(Cl)cc2C)C1=O (stereo unspecified),nt,0,10,i,2,5,-2.8,nt,-3,-4
COc1ccc(OC)c(C2=NOC(C(=O)Nc3cc(C)nn3-c3ccccc3)C2)c1 (stereo unspecified),21,1,-6,-0.2,6,2,0.1,2,-12,7
O=C(COC(=O)c1cccc([N+](=O)[O-])c1)NCc1ccc2c(c1)OCO2,-8,-6,-6,i,0,1,0.6,2,8,3
C/C(CC(=O)N1CCN(C=O)CC1)=N\NC(=O)c1ccc(Br)cc1,14,-4,1,-8.3,-8,-7,-0.2,4,nt,0
O=C(CSc1nnc2c(n1)[nH]c1ccccc12)Nc1ccc(S(=O)(=O)Nc2ncccn2)cc1,2,-2,-12,-0.3,nt,-1,0.3,-3,6,12
O=C(NCC1CCCCC1)c1cc([N+](=O)[O-])ccc1Cl,12,-7,-7,-0.4,1,11,-0.2,3,3,10
COc1ccc(OC)c(-c2cc(C(=O)Nc3c(C)nn(Cc4ccccc4)c3C)no2)c1,4,13,5,-0.4,-11,0,nt,2,-6,7
COc1cccc2cc(C(C)N(CCCN3CCOCC3)C(=S)Nc3ccc(C)c(C)c3)oc12 (stereo unspecified),26,29,-7,i,-5,-4,1.5,-3,-4,13
CC(C)(C)n1cnc2cc(NCc3ccccc3O)ccc21,6,-1,4,-10,5,-6,-1.7,-5,5,-10
CCCn1nc(-c2ccccc2)c2nc3ccccc3nc21,19,nt,0,nt,-18,+,nt,-2,-35,-6
CCOC(=O)/C(C(N)=NC)=C(\O)c1ccccc1,-6,-2,1,7.2,8,1,nt,0,nt,7

# Some of these compounds in order of length of the SMILES, ascending.
SMILES,DUSP3 inh,Yp Topo-I inh,PrPC TRFRET,Vc quorum ag,Rv3671c inh,MazEF act,TcdB GH inh,SARS 3CLpro inh,PriA SSB inh,CCHFV vOTU inh
CCCn1nc(-c2ccccc2)c2nc3ccccc3nc21,19,nt,0,nt,-18,+,nt,-2,-35,-6
CC(C)(C)n1cnc2cc(NCc3ccccc3O)ccc21,6,-1,4,-10,5,-6,-1.7,-5,5,-10
O=C1Nc2ccccc2N=C(c2ccccc2)C1N1CCOCC1 (stereo unspecified),22,1,3,2.9,-1,-3,nt,4,-3,2
O=C(Nc1ccc2c(c1)OCO2)C(c1ccccc1)N1CCCCC1 (stereo unspecified),21,4,7,-0.1,1,5,-3.4,nt,-19,10
C/C(CC(=O)N1CCN(C=O)CC1)=N\NC(=O)c1ccc(Br)cc1,14,-4,1,-8.3,-8,-7,-0.2,4,nt,0
CCc1ccc2[nH]c(=O)c(CN(CCN(CC)CC)C(=O)NC3CCCCC3)cc2c1,36,-3,2,0.2,-2,7,nt,nt,-14,10

# Single records, from the list above. Screens in order: DUSP3 inh	Yp Topo-I inh	PrPC TRFRET	Vc quorum ag	Rv3671c inh	MazEF act	TcdB GH inh	SARS 3CLpro inh	PriA SSB inh	CCHFV vOTU inh
# Results for Cc1cccc(C)c1NC(=O)C(c1ccccc1)N1CCOCC1 (stereo unspecified) → 29	-9	0	i	-1	5	nt	3	-15	7
# Results for COc1cccc2cc(C(C)N(CCCN3CCOCC3)C(=S)Nc3ccc(C)c(C)c3)oc12 (stereo unspecified) → 26	29	-7	i	-5	-4	1.5	-3	-4	13

# Further structures follow.
SMILES,DUSP3 inh,Yp Topo-I inh,PrPC TRFRET,Vc quorum ag,Rv3671c inh,MazEF act,TcdB GH inh,SARS 3CLpro inh,PriA SSB inh,CCHFV vOTU inh
CC(C)n1cnnc1SCC(=O)Nc1cccnc1Cl,nt,4,4,i,-6,0,1.8,nt,8,-9
O=C(OCc1ccccc1)N1CCC2CC1c1cc(N3CCNCC3)ccc12 (stereo unspecified),nt,7,2,i,nt,9,-4.5,nt,nt,8
O=C(O)c1ccc(-n2cc(-c3cc4ccccc4oc3=O)[nH]c2=S)cc1,14,-2,6,-0.3,nt,4,-0.8,8,-10,-21
Cc1oc(C(C)(C)C)cc1C(=O)Nc1cccc(/C=C\C(=O)O)c1,-2,4,-4,-0.2,-3,-1,nt,5,-4,22
CC(C)Oc1ccc2ccccc2c1CNC[C@H]1O[C@@H](n2cnc(C(N)=O)n2)[C@H](O)[C@@H]1O,nt,6,-5,-0.5,nt,7,2.0,nt,-13,6
CCOC(=O)C1C(=O)CC(=O)C(C(=O)OCC)C1c1ccc(O)cc1 (stereo unspecified),nt,2,3,i,nt,8,0.9,nt,nt,-4
Cc1cc(C)n(CC(=O)NC2C(=O)N3C(C(=O)O)=C(CSc4nnc(C)s4)CSC23)n1 (stereo unspecified),37,-7,-16,4.1,-6,1,0.1,1,-18,10
COc1ccccc1CNS(=O)(=O)N(C)C,-3,2,1,-0.6,4,0,1.2,4,-1,1
O=C(C[n+]1ccc(Cc2ccccc2)cc1)Nc1ccccc1,18,0,-6,i,-7,-1,0.2,-1,9,-8
Cc1nnc2ccc(N3CCCC3)nn12,10,-10,19,2.0,5,9,nt,1,0,12
O=C1CCc2cc(Br)ccc2O1,nt,-6,3,i,nt,5,-1.4,nt,1,-14
C[C@@H]1CN([C@H](C)CO)C(=O)CCCn2cc(nn2)CO[C@H]1CN(C)C(=O)C1CC1,nt,6,0,i,nt,1,-1.9&0.9,nt,nt,-6
CCn1ncc(Br)c1C(=O)NC1CCCCCCC1,6,9,-8,0.6,nt,1,1.8,-2,-23,0
O=C(NCc1cccnc1)c1ccc(Cl)c(S(=O)(=O)Nc2ccccc2C(=O)NCc2cccnc2)c1,-1,3,7,i,7,7,4.0,3,-5,3
O=C(COc1ccc2c(C(F)(F)F)cc(=O)oc2c1)Nc1ccc(N2CCOCC2)cc1,3,-4,4,i,-9,-10,1.1,-3,-7,-1
COc1ccccc1Oc1coc2cc(O)ccc2c1=O,-7,-4,4,-1.0,5,-7,nt,3,-9,-37
Cc1ccccc1C(=O)NC1CCN(Cc2nnnn2CCc2ccccc2)CC1,13,-4,-2,-0.3,4,5,nt,1,-12,-5
COC(CNC(=O)CCc1c(C)nc2c(-c3ccccc3)c(C)nn2c1C)OC,0,7,-4,-0.4,-8,-6,1.1,-1,8,-6
CS(=O)(=O)c1[nH]nc(-c2cccc(Cl)c2)c1C#N,12,3,5,0.7,-2,-1,1.7,-2,-8,-6
CCOc1ccc(-c2[nH]nc3c2C(c2ccc(O)cc2)C(C#N)=C(N)O3)cc1 (stereo unspecified),8,-3,-4,0.1,-10,9,0.5,-3,10,7
COC(=O)c1cn(-c2ccccc2)nc1-c1ccccc1,2,6,-7,2.8,-5,0,nt,0,-79,13
CC1(C)CC(NC(=O)c2ccc3c(c2)OCO3)CC(C)(C)N1,4,2,-1,i,9,5,nt,0,-24,-4
O=C(c1ccc2ccccc2c1)N1CCN(Cc2ccccc2)CC1,10,30,-3,i,4,-6,-0.4,1,11,0
COc1ccc(C/C(N)=N/n2cnnc2)cc1,25,4,8,i,-3,4,1.2,4,nt,5
Cc1cccc(OCC(=O)N2CCN(C(=O)c3ccc([N+](=O)[O-])cc3)CC2)c1,7,-3,-35,i,2,2,0.6,-3,-6,1
COCCN(C(=O)COC(=O)/C=C/c1ccc(C(F)(F)F)cc1)c1c(N)n(Cc2ccccc2)c(=O)[nH]c1=O,nt,2,0,i,1,6,1.0,nt,-6,6
CN(CC(=O)Nc1ccncc1)S(=O)(=O)c1ccccc1,14,-2,3,-0.5,-3,-1,nt,-2,-28,4
C[C@H]1CN([C@@H](C)CO)C(=O)CCCn2nncc2CO[C@@H]1CN(C)Cc1cccc(O)c1,nt,3,-6,2.4,nt,-2,1.0&2.1,nt,nt,1
CCn1c(COc2cccc3ccccc23)nnc1SCC(=O)OC1CCCCC1,0,28,3,i,11,-1,-1.4,0,-10,-14
C=CCN1CCN(C(c2cccc(OC)c2OC)c2nnnn2CCC(C)C)CC1 (stereo unspecified),-5,26,0,-0.3,0,7,0.2,3,4,12
O=C1OCCN1C(=O)[C@H]1[C@H](c2ccccc2)C(c2ccc(F)cc2)=NN1c1ccc(Br)cc1,nt,-14,-1,-1.5,nt,-6,-0.8,nt,-2,7
CCOC(=O)c1ccc(CN(Cc2ccc(C)cc2)S(=O)(=O)c2cccc([N+](=O)[O-])c2)cc1,-6,3,-3,-0.2,-5,-2,0.0,5,-10,-1
NS(=O)(=O)c1ccc(NC(=O)COc2ccc(S(=O)(=O)N3CCCC3)cc2)cc1,2,-5,3,3.1,-5,8,2.1,0,-14,14
CCOc1cccc2cc(C(=O)N3CCc4ccccc4C3)c(=O)oc12,0,19,-2,6.2,-1,1,nt,1,2,-8
COCCn1c(SCC(=O)N2CCCc3ccccc32)nnc1-c1ccoc1C,20,9,5,nt,-7,-1,nt,2,1,6
Cc1cc(NC(=O)c2ccc([N+](=O)[O-])o2)ccc1NC(=O)c1ccco1,-25,-4,-3,i,nt,5,1.8,-1,-6,1
CN(Cc1ccc(Br)s1)C(=O)CNC(=O)c1ccc2c(c1)OCO2,nt,11,3,i,-9,-6,2.6,nt,-2,-6
O=C(c1ccccc1)c1ccc(-c2ccc(O)cc2)cc1,13,4,11,-0.5,nt,-46,-1.8,2,-2,-4
COc1ccc(C2=NN(C(C#N)c3ccc(OC)c(OC)c3)C(c3ccccc3)C2)cc1 (stereo unspecified),9,-6,1,-0.2,-3,-11,nt,-5,-41,2
CCOC(=O)Cc1csc(NC(=O)COc2c(C)cccc2C)n1,4,0,2,-0.3,4,-7,0.3,3,-18,-1

# Not all compounds are listed; count on the stated rates, not on these rows.
